# NOD1 inhibition: NOD1 signaling inhibitors, primary screen, cell-based, luminescence, uHTS (AID 1578) | NOD1-driven NF-kB luciferase reporter cells, luminescence; higher % means a stronger effect | 290,000 compounds, 1% hits | inhibition, % at 4 µM; hits with a dose series show EC50 in µM; in the data active = inhibition mostly above about 36%, no sharp cut-off; inactive = mostly below about 34%;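 note: HEK-293T reporter cells stimulated with the NOD1 agonist gamma-tri-DAP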
# KOR beta-arrestin-1: kappa opioid receptor activators – cell-based, luminescence, uHTS, primary screen (AID 1777); KOR beta-arrestin recruitment, luminescence; higher % means a stronger effect; activation, % at 10 µM; hits with a dose series show EC50 in µM; 280,000 compounds, 0.02% hits; in the data active = activation above about 50%, passing the limit was not always enough; note: a part of the inactive calls stands beside numbers as strong as those of hits
# Rac1 GTP hydrolysis: MgcRacGAP GTPase-activating activity inhibitors, confirmation, biochemical, ADP Hunter fluorescence | MgcRacGAP-stimulated Rac1 GTP hydrolysis, ADP Hunter fluorescence; higher % means a stronger effect; GST-tagged Rac1 F28L mutant substrate | inhibition, % at 30 µM, or IC50 in µM where a hit was titrated | 340,000 compounds, 0.6% hits | AID 624330;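 active = first-screen hits whose inhibition reached a set limit at any dose in the follow-up dose series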;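 note: fluorescence reports GDP produced by GAP-driven GTP hydrolysis; strong numbers were not always called active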
# HIV fusion peptide: inhibitors of HIV fusion peptide binding, primary screen, biochemical, uHTS, fluorescence dequenching (AID 1986). 290,000 compounds, 0.3% hits. cell-free peptide binding, fluorescence dequenching, 30 min; higher % means a stronger effect. one-dose inhibition, % at 20 µM; IC50 in µM for titrated hits; in the data active = inhibition mostly above about 52%, no sharp cut-off; inactive = mostly below about 76%; note: some results filed as inactive read as strong as hits
# SV40 large T antigen: SV40 large T antigen inhibitors, biochemical (AID 1903) | one-dose inhibition, % at 20 µM; IC50 in µM for titrated hits | 310,000 compounds, 0.39% hits | SV40 large T antigen ATPase/helicase inhibition assay; higher % means a stronger effect; in the data active = a potency from the dose series; note: strong numbers were not always called active
# HEK293 NOD2/NF-kB: inhibition of NOD2-driven NF-kB reporter – cell-based, luminescence, uHTS, HEK293 (AID 1566) | HEK293 NOD2/NF-kB luciferase reporter, luminescence; higher % means a stronger effect | one-dose inhibition, % at 4 µM; EC50 in µM for titrated hits | 290,000 compounds, 0.63% hits; note: many of its hits are not listed in these tables
# GPR55 activation: GPR55 agonists via beta-arrestin recruitment, primary screen, imaging, U2OS cells, beta-arrestin-GFP redistribution (AID 1961); U2OS GPR55 beta-arrestin-GFP redistribution imaging; higher % means a stronger effect; activation, % at 10 µM, or EC50 in µM where a hit was titrated; 290,000 compounds, 0.048% hits;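 active = activation above 40% with more than 50 cells counted in the well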;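 note: U2OS osteosarcoma cells stably expressing GPR55 and beta-arrestin-GFP; plate controls were DMSO negative control for no effect and LPI positive control for full effect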
# GPR55 LPI antagonism: inhibition of LPI-stimulated GPR55 beta-arrestin translocation – imaging, U2OS, beta-arrestin-GFP, LPI agonist, primary screen (AID 2013); 290,000 compounds, 0.13% hits; one-dose inhibition, % at 10 µM; IC50 in µM for titrated hits; U2OS GPR55 beta-arrestin-GFP translocation imaging, LPI antagonism; higher % means a stronger effect;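 active = spots per cell inhibited over 60%, with over 100 cells counted and total cytoplasm intensity under 500,000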;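 note: U2OS cells stably carrying GPR55 and arrestin-GFP stimulated by 5 µM LPI near EC80; imaged beta-arrestin-GFP aggregate spots per cell after agonist stimulation; plate controls were LPI-stimulated DMSO wells for no effect and DMSO wells without LPI for full effect; some results filed as inactive read as strong as hits; confirmed hits need IC50 under 10 µM and bright autofluorescent wells are also inconclusive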
# KOR beta-arrestin-2: KOR antagonists, beta-arrestin recruitment, cell-based, luminescence, uHTS (AID 1778); KOR beta-arrestin recruitment, luminescence, antagonist mode; higher % means a stronger effect; one-dose inhibition, % at 10 µM; IC50 in µM for titrated hits; 290,000 compounds, 0.091% hits; note: strong numbers were not always called active
# * hit, by the source's call; [ ] = another dose, or the depositor's remark. Cut-off read from the data, not from the text of the source, unless noted: active = inhibition above about 50%; inactive = the rest. This is a subset; the hit share may differ from the screen's.
# Start of the data: the first 13 compounds (preview)
SMILES,NOD1 inhibition,KOR beta-arrestin-1,Rac1 GTP hydrolysis,HIV fusion peptide,SV40 large T antigen,HEK293 NOD2/NF-kB,GPR55 activation,GPR55 LPI antagonism,KOR beta-arrestin-2
Cc1ccccc1/C=N\NC(=O)c1ccc(Cn2cccn2)o1,11%,-1.0%,2%,0.6%,7%,16%,0.5%,12%,25%
CCc1nnc(NC(=O)CSc2sc3c(O)cc(=O)[nH]c3c2C#N)s1,-17%,-5.7%,18%,75%,33%,13%,0.1%,-12%,7%
Cc1ccc(CCN2CC(C(=O)O)CC2=O)cc1 (configuration not stated),-3%,-4.2%,-1%,-1.1%,3%,-6%,-0.1%,14%,7%
CCn1c(=S)sc2c(=O)n(CC(=O)Nc3ccccc3OC)c(C)nc21,-4%,1.0%,8%,-0.4%,2%,18%,-0.2%,-16%,-7%
CC(C)NCc1c(O)c(Br)cc2oc3c(c12)CCCC3,-6%,-1.7%,9%,14%,11%,-6%,-0.2%,9%,-10%
Cc1ccccc1C(=O)O/N=C(\N)Cc1cccs1,-46%,3.1%,5%,-1.3%,22%,-36%,-0.1%,7%,0%
CC(C)C(=O)Nc1cc(C(F)(F)F)ccc1-n1ccnc1,-17%,2.4%,4%,-0.2%,6%,-2%,0.2%,-9%,-27%
O=C(CN1CCN(C(=O)c2cccs2)CC1)NC1CCCCC1,0%,0.3%,10%,0.1%,1%,14%,0.3%,15%,-1%
Cc1ccc(-c2cc(C(F)(F)F)n3ncc(C(=O)O)c3n2)cc1,-16%,9.9%,6%,-2.6%,11%,-2%,0.2%,0%,27%
NS(=O)(=O)c1ccc(NC(=O)COC(=O)c2c3c(nc4ccccc24)/C(=C\c2ccc4c(c2)OCO4)CCC3)cc1,-8%,-1.5%,11%,126%,11%,19%,0.1%,9%,-40%
O=S(=O)(N1CCCCC1)N1CCN(c2cc(Cl)ccc2Cl)CC1,-8%,2.9%,3%,0.1%,-7%,-10%,0.9%,11%,14%
CCOC(=O)COc1ccc(C2NC(C(=O)O)CS2)cc1 (configuration not stated),-16%,-1.6%,8%,0.6%,7%,1%,-0.1%,2%,-14%
COc1cc2ccccc2cc1C(=O)N/N=C/c1ccc2c(c1)OCO2,16%,-0.8%,5%,-1.5%,5%,24%,-0.1%,-9%,-109%

# The list itself, previewed entries included:
SMILES,NOD1 inhibition,KOR beta-arrestin-1,Rac1 GTP hydrolysis,HIV fusion peptide,SV40 large T antigen,HEK293 NOD2/NF-kB,GPR55 activation,GPR55 LPI antagonism,KOR beta-arrestin-2
Cc1ccccc1/C=N\NC(=O)c1ccc(Cn2cccn2)o1,11%,-1.0%,2%,0.6%,7%,16%,0.5%,12%,25%
CCc1nnc(NC(=O)CSc2sc3c(O)cc(=O)[nH]c3c2C#N)s1,-17%,-5.7%,18%,75%,33%,13%,0.1%,-12%,7%
Cc1ccc(CCN2CC(C(=O)O)CC2=O)cc1 (configuration not stated),-3%,-4.2%,-1%,-1.1%,3%,-6%,-0.1%,14%,7%
CCn1c(=S)sc2c(=O)n(CC(=O)Nc3ccccc3OC)c(C)nc21,-4%,1.0%,8%,-0.4%,2%,18%,-0.2%,-16%,-7%
CC(C)NCc1c(O)c(Br)cc2oc3c(c12)CCCC3,-6%,-1.7%,9%,14%,11%,-6%,-0.2%,9%,-10%
Cc1ccccc1C(=O)O/N=C(\N)Cc1cccs1,-46%,3.1%,5%,-1.3%,22%,-36%,-0.1%,7%,0%
CC(C)C(=O)Nc1cc(C(F)(F)F)ccc1-n1ccnc1,-17%,2.4%,4%,-0.2%,6%,-2%,0.2%,-9%,-27%
O=C(CN1CCN(C(=O)c2cccs2)CC1)NC1CCCCC1,0%,0.3%,10%,0.1%,1%,14%,0.3%,15%,-1%
Cc1ccc(-c2cc(C(F)(F)F)n3ncc(C(=O)O)c3n2)cc1,-16%,9.9%,6%,-2.6%,11%,-2%,0.2%,0%,27%
NS(=O)(=O)c1ccc(NC(=O)COC(=O)c2c3c(nc4ccccc24)/C(=C\c2ccc4c(c2)OCO4)CCC3)cc1,-8%,-1.5%,11%,126%,11%,19%,0.1%,9%,-40%

# For convenience, two of the compounds above:
SMILES,NOD1 inhibition,KOR beta-arrestin-1,Rac1 GTP hydrolysis,HIV fusion peptide,SV40 large T antigen,HEK293 NOD2/NF-kB,GPR55 activation,GPR55 LPI antagonism,KOR beta-arrestin-2
CC(C)NCc1c(O)c(Br)cc2oc3c(c12)CCCC3,-6%,-1.7%,9%,14%,11%,-6%,-0.2%,9%,-10%
Cc1ccccc1C(=O)O/N=C(\N)Cc1cccs1,-46%,3.1%,5%,-1.3%,22%,-36%,-0.1%,7%,0%

# The list goes on.
SMILES,NOD1 inhibition,KOR beta-arrestin-1,Rac1 GTP hydrolysis,HIV fusion peptide,SV40 large T antigen,HEK293 NOD2/NF-kB,GPR55 activation,GPR55 LPI antagonism,KOR beta-arrestin-2
O=S(=O)(N1CCCCC1)N1CCN(c2cc(Cl)ccc2Cl)CC1,-8%,2.9%,3%,0.1%,-7%,-10%,0.9%,11%,14%
CCOC(=O)COc1ccc(C2NC(C(=O)O)CS2)cc1 (configuration not stated),-16%,-1.6%,8%,0.6%,7%,1%,-0.1%,2%,-14%
COc1cc2ccccc2cc1C(=O)N/N=C/c1ccc2c(c1)OCO2,16%,-0.8%,5%,-1.5%,5%,24%,-0.1%,-9%,-109%
Brc1ccc(-c2csc(N/N=C/c3ccc4c(c3)OCO4)n2)cc1,28%,7.4%,4%,5.1%,9%,-18%,0.1%,-3%,-36%
CCCc1[nH]n(-c2ccc(F)cc2)c(=O)c1C=Nc1cccc(F)c1,53%,0.3%,10%,2.1%,5%,-9%,0.2%,-9%,-15%
CCCN1CCC(NC(=O)Nc2ccc([N+](=O)[O-])cc2)CC1,-13%,-5.4%,2%,-1.7%,4%,24%,-0.1%,11%,11%[20 µM]
Cc1ccc(NC(=O)C(=O)NCCN2CCN(C(=O)C(c3ccccc3)c3ccccc3)CC2)cc1,10%,2.7%,5%,1.0%,6%,-16%,-0.1%,14%,-15%
COCCn1nnnc1CN(Cc1cccnc1)Cc1cc2cc(OC)ccc2[nH]c1=O,-6%,-0.4%,15%,-0.3%,7%,-1%,-0.1%,-7%,-1%
CNc1oc(/C=C/c2cccc(OC)c2)nc1C#N,-30%,1.4%,7%,-1.6%,10%,-41%,1.2%,6%,-47%[20 µM]
COc1cc(C(=O)NCCCc2ccccc2)cc(OC)c1OC,56%,7.2%,6%,0.4%,-9%,11%,1.1%,-2%,-15%[20 µM]
O=C(CCCc1ccccc1)Nc1cccnc1Cl,-29%,-5.5%,0%,-0.6%,10%,-6%,-0.1%,4%,9%[20 µM]
OC1CCN(Cc2cccc3ccccc23)CC1,-8%,8.6%,14%,-0.8%,8%,-10%,0.0%,-6%,-2%
